M5 antag – human M5 muscarinic receptor antagonists, primary screen, CHO cells, Fluo-8 calcium fluorescence. Muscarinic acetylcholine receptor M5 (Homo sapiens), P08912. CHO-hM5 cells, ACh EC80. inhibition, % at 3 µM. hit rate 0.59% among 360,000;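 active = inhibition above a per-plate cutoff, the mean of that plate's test compounds plus 3 SD, cut at about 27% in these data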;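 also: 0% = acetylcholine EC80 with DMSO and 100% = DMSO without agonist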
M5 PAM – human M5 muscarinic receptor positive allosteric modulators, primary screen, CHO-K1 cells, Fluo-8 calcium fluorescence. Muscarinic acetylcholine receptor M5 (Homo sapiens), P08912. activation, % at 3 µM. AID 624038, 2012. hit rate 0.3% among 360,000. CHO-K1 hM5, ACh EC20 PAM; 0% = ACh EC20, 100% = ACh EC100;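 active = activation above the run cutoff, the mean activation of all test compounds plus 3 SD, cut at about 18% in these data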
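Replicates: One well per compound, no replicates | System: Human M5 receptor in CHO-K1 cells | Benchmarks: Low control EC20 acetylcholine (0%), high control EC100 acetylcholine (100%) | Probe or stimulus: Acetylcholine, EC20 level | Times: Fluo-8 loading 80 min at 37 °C plus 30 min room temperature | Signal: Intracellular calcium via Fluo-8 fluorescence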
M5 ag – human M5 muscarinic receptor agonists, primary screen, CHO-K1 cells, Fluo-8 calcium fluorescence; Muscarinic acetylcholine receptor M5 (Homo sapiens), P08912; CHO-K1 hM5 cells; 0% DMSO wells, 100% maximal acetylcholine response; activation, % at 3 µM; hit rate 0.19% among 360,000;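 active = activation above the run's mean over test compounds plus 3 SD, cut at about 23% in these data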;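 also: signal is peak over basal fluorescence ratio across the kinetic read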
CHRM1 agonist – human M1 muscarinic receptor agonists, primary screen, Fluo-8 calcium fluorescence, CHO-K1 cells, HTS | Muscarinic acetylcholine receptor M1 (Homo sapiens), P11229 | CHO-K1 hM1, agonist mode; 0% DMSO, 100% acetylcholine EC100 | activation, % at 3 µM | hit rate 0.33% among 360,000 | AID 588814, 2011;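 active = activation above the run's mean compound activation plus 3 SD, cut at about 16% in these data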;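 also: peak over basal fluorescence ratio within a 140 s kinetic read after compound addition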
M4 ag – human M4 muscarinic receptor agonists, primary screen, CHO-K1 cells, Fluo-8 calcium fluorescence | CHO-K1 hM4/Gqi5; vehicle 0%, full acetylcholine response 100% | hit rate 0.14% among 360,000 | activation, % at 3 µM | Muscarinic acetylcholine receptor M4 (Homo sapiens), P08173;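 active = activation above the run mean over all test wells plus 3 SD, cut at about 32% in these data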;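 also: peak over basal fluorescence ratio per well then scaled between controls; 0% = DMSO wells and 100% = acetylcholine at EC100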
Target sequence (P08173 whole entry, looked up): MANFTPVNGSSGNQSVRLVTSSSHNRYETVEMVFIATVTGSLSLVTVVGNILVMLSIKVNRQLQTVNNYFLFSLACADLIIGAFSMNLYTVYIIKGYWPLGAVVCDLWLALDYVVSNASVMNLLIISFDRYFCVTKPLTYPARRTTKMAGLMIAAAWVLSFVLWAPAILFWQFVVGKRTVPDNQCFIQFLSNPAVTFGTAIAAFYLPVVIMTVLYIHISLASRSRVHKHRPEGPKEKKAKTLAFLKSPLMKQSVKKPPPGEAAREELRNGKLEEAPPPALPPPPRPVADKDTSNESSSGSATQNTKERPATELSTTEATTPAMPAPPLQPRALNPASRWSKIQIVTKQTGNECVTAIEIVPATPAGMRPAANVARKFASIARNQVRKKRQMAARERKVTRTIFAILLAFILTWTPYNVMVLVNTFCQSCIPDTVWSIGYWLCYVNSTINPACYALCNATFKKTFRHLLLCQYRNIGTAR
TAAR1 ag – human TAAR1 agonists, primary screen, Fluo-8 calcium fluorescence, CHO RD-HGA16 cells; activation, % at 3 µM; Trace amine-associated receptor 1 (Homo sapiens), Q96RJ0; hit rate 0.99% among 360,000; vehicle wells 0%, saturating PEA agonist 100%; AID 624467, 2012;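 active = activation above the mean activation of all test compounds in the run plus 3 SD, cut at about 38% in these data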
Target sequence (Q96RJ0 whole entry, looked up): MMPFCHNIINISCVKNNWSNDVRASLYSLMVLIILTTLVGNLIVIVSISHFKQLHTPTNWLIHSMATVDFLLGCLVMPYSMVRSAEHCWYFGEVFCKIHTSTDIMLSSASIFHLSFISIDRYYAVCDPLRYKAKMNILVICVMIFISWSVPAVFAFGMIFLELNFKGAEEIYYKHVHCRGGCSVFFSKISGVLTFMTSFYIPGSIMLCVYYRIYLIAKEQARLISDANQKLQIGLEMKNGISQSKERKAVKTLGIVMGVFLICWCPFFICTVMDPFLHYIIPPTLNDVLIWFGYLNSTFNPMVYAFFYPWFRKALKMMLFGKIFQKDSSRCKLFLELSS
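Test system: RD-HGA16 (CHO) cells co-expressing Gα16 and hTAAR1 / Benchmarks: DMSO vehicle as 0%, PEA at EC100 as 100% / Repeats: no replicates (n 1) / Measure: % activation from peak over basal fluorescence ratio, DMSO-to-PEA scaled / Timing: 17-24 h plating, Fluo-8 75 min 37 °C, 30 min RT / Technique: kinetic Fluo-8 calcium fluorescence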
M1 PAM – human M1 muscarinic receptor positive allosteric modulators, primary screen, CHO-K1 cells, Fluo-8 calcium fluorescence, 1536-well; CHO-K1 hM1, ACh EC20; 0% = ACh EC20, 100% = maximal ACh; activation, % at 3 µM; hit rate 0.088% among 360,000; AID 588819, 2011; in the data active = activation above about 19%, passing the limit was not always enough
CHRM1 antagonist – human M1 muscarinic receptor antagonists, primary screen, CHO-K1 cells, Fluo-8 calcium fluorescence, 1536-well; Muscarinic acetylcholine receptor M1 (Homo sapiens), P11229; CHO-K1 hM1, ACh EC80 antagonist; inhibition, % at 3 µM; hit rate 1.3% among 360,000;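 active = percent inhibition above its own plate's cutoff, namely the mean of that plate's compound wells plus 3 SD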;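 also: peak over basal fluorescence ratio during 140 s after agonist addition; 0% = ACh EC80 plus DMSO and 100% = DMSO alone without agonist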
M4 antag – human M4 muscarinic receptor antagonists, primary screen, CHO cells, Fluo-8 calcium fluorescence; hit rate 0.73% among 360,000; AID 624125, 2012; CHO-hM4 cells, ACh EC80; inhibition, % at 3 µM;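 active = inhibition above its plate's cutoff, the mean inhibition of sample wells plus 3 SD, cut at about 27% in these data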;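 also: 0% = acetylcholine EC80 with DMSO and 100% = DMSO without agonist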
An asterisk follows results filed as active; · = no result given. This is a subset (hit frequency here may not be typical).

SMILES	M5 antag	M5 PAM	M5 ag	CHRM1 agonist	M4 ag	TAAR1 ag	M1 PAM	CHRM1 antagonist	M4 antag
CCC1(C)Cc2c(sc3nc(SCC(=O)c4ccccc4)[nH]c(=O)c23)CO1 (stereo unspecified)	1.4	4.3	-2.4	-3.3	0.5	-0.4	3.5	-8.6	-6.3
CCOC(=O)C(CC)c1cc2n(c(=O)c1C#N)CCC21OCCO1 (stereo unspecified)	-11.2	10.7	-1.3	-6.8	0.6	1.0	6.4	-6.2	-6.8
CCn1c(SCC(=O)N2CCOCC2)nc2c([nH]c3ccccc32)c1=O	11.6	1.0	-5.2	-3.7	2.4	2.6	6.8	-7.5	-13.7
CCOCC(=O)Nc1nc2ccc(OCC)cc2s1	-0.4	-2.6	1.5	-1.9	1.4	11.9	1.8	0.8	-5.2
CCOC(=O)c1c(NC(C)=O)sc(/C(C)=N/Nc2ccc(C(=O)O)cc2)c1C	11.5	-11.0	-3.0	-0.6	-0.4	0.9	-3.8	6.3	1.5
CCCNS(=O)(=O)c1ccc2c(c1)n(C)c(=O)n2C	-5.1	-4.3	-5.4	-4.6	4.8	2.8	9.2	-4.3	-26.1
Cc1[nH]c(C)c2c(=O)n(Cc3ccccc3Cl)ncc12	-3.3	2.8	0.1	-1.6	1.0	3.0	9.2	-14.3	-3.2
COc1ccc(N(C(=O)c2ccco2)C(C(=O)NC2CCCC2)c2ccc(C)cc2)c(OC)c1 (stereo unspecified)	4.6	0.9	0.8	-3.0	1.1	-0.4	4.8	-8.9	-3.1
O=C(CCn1nc(-c2ccccc2)c2ccccc2c1=O)NN1CCOCC1	-1.0	3.0	2.5	-3.0	1.9	0.9	5.8	-3.5	-6.8
COc1cc(/C=C2/NC(=O)NC2=O)cc(Br)c1OCc1ccc(C(=O)O)cc1	8.1	-0.8	-1.2	-1.9	1.2	1.6	3.3	6.8	-1.0
Cc1ccc(CSc2nnc(-c3cccnc3)o2)cc1	1.6	-1.4	-4.1	-3.5	0.7	·	7.0	-12.3	-3.1
Cc1cc(C)n(S(=O)(=O)Cc2ccccc2)n1	-6.2	5.5	-3.5	-3.6	1.4	·	4.1	-7.4	-15.1
CCC1CCCCN1C(=O)c1ccccc1OC1CCN(S(C)(=O)=O)CC1 (stereo unspecified)	2.4	6.9	1.2	-2.7	1.0	3.9	-2.5	15.0	-1.0
CCc1cc(=O)oc2c(CNCc3ccc(OC)cc3OC)c(O)c(Cl)cc12	-2.7	2.1	-3.0	-3.1	0.8	9.4	10.1	-12.1	0.9
COC(=O)c1cc2ccsc2n1CC(=O)Nc1cc(Cl)ccc1OC	10.9	-3.6	1.0	-5.0	5.8	3.6	-6.3	14.5	3.1
O=C(NC(=S)Nc1ccc2oc(=O)ccc2c1)c1ccccc1F	14.4	-12.5	-3.7	-4.0	0.7	0.5	-1.5	6.2	3.8
CC(=O)NNc1ncnc2c1cnn2-c1ccccc1	1.8	-0.5	-5.4	-4.4	3.6	-0.2	2.4	-2.8	-15.2
COc1ccc(C(=O)NCCc2nnc3ccc(SCC(=O)N4CCOCC4)nn23)cc1	-7.7	2.5	1.1	-4.0	0.5	1.1	-1.2	-0.9	-2.0
CCCCn1c(SCC(=O)N2CCC(C)CC2)nc2ccsc2c1=O	0.6	-3.0	-1.2	-4.8	-3.4	3.7	3.5	0.3	-9.9
COC(C(=O)Nc1cccc([N+](=O)[O-])c1)c1ccccc1 (stereo unspecified)	-3.8	-0.7	-2.7	-9.0	1.3	6.6	5.5	-6.6	5.4
Cc1ccc(C(=O)OC(C)CN2C(C)CCCC2C)cc1 (stereo unspecified)	10.6	-5.9	-4.8	-9.2	-0.6	3.1	-6.9	7.4	-3.3
Cc1ccc(CNC(=O)Nc2ccc(F)cc2F)n1C	9.1	2.6	-3.2	-2.2	0.0	0.9	0.3	10.1	7.3
Nc1c(C(=O)Nc2ccccc2)sc2nc(-c3ccco3)ccc12	0.6	-1.9	1.6	0.6	1.3	10.0	9.5	0.2	8.6
Cc1ccc2cc(CN(Cc3ccco3)C(=S)NCC3CCCO3)c(=O)[nH]c2c1C (stereo unspecified)	-5.1	-4.6	-1.9	-6.9	3.4	4.8	2.6	-6.9	-4.2
O=C(NC1CCCC1)C(c1ccccc1)N(C(=O)c1ccco1)C1CCCC1 (stereo unspecified)	5.6	-6.0	7.8	0.4	6.8	23.1	-8.0	5.9	10.5
O=C(c1cnn2c(C(F)(F)F)cc(-c3cccs3)nc12)N1CCN(Cc2ccccc2)CC1	9.2	-5.3	0.6	0.1	8.9	4.5	-7.4	28.4	9.9
Cc1ccccc1-c1nc(S(=O)(=O)c2ccccc2)c(NCCN2CCOCC2)o1	0.9	-3.4	1.2	-1.2	0.9	-0.1	-3.6	3.1	1.9
CN(C)CCCNC(=O)N1c2ccccc2Sc2ccccc21	100.1*	-34.1	-24.1	-10.8	0.6	2.6	-28.2	100.3*	96.9*
CCS(=O)(=O)N1N=C(c2cccc(NS(C)(=O)=O)c2)CC1c1ccc(C)cc1 (stereo unspecified)	-0.8	-0.9	2.2	-2.1	4.1	5.6	4.6	-4.8	0.9
CC(=O)c1ccc(OCCCC(=O)NC2CCC(C)CC2)cc1 (stereo unspecified)	0.2	-2.0	-1.6	-2.6	2.1	8.1	12.9	-16.9	-7.7

Some entries already given, limited to M4 ag and M5 ag.
| SMILES | M4 ag | M5 ag |
| --- | --- | --- |
| Cc1ccc(C(=O)OC(C)CN2C(C)CCCC2C)cc1 (stereo unspecified) | -0.6 | -4.8 |
| Cc1ccc2cc(CN(Cc3ccco3)C(=S)NCC3CCCO3)c(=O)[nH]c2c1C (stereo unspecified) | 3.4 | -1.9 |
| Nc1c(C(=O)Nc2ccccc2)sc2nc(-c3ccco3)ccc12 | 1.3 | 1.6 |
| CC(=O)NNc1ncnc2c1cnn2-c1ccccc1 | 3.6 | -5.4 |

The list goes on.
SMILES	M5 antag	M5 PAM	M5 ag	CHRM1 agonist	M4 ag	TAAR1 ag	M1 PAM	CHRM1 antagonist	M4 antag
CCCSc1nc(=O)n2cc(C)ccc2n1	-8.6	8.3	0.6	-9.3	0.9	7.2	5.5	-5.5	3.8
Cc1cccc(C(=O)Nc2ccc(NC(=O)Cc3ccc(Cl)cc3)cc2)c1	8.7	-1.4	0.2	-0.8	1.0	1.6	6.0	-3.5	-1.5
Cc1ccc(S(=O)(=O)N2CCN(C(=O)CN3CCCC3)C2)cc1	-0.6	1.6	-1.1	-1.8	0.2	1.8	3.0	3.0	-0.7
NS(=O)(=O)c1ccc(CCNC(=O)c2ccc(OCC3CCCO3)cc2)cc1 (stereo unspecified)	15.2	-6.1	-2.6	-1.7	3.9	-2.7	3.1	-6.8	-8.6
COc1ccc(C2CC(c3cccs3)=NN2C(=O)CSc2nc(=O)n3ccccc3n2)cc1 (stereo unspecified)	6.1	-12.4	-6.3	-7.8	3.7	2.9	-9.6	2.5	-16.4
COc1ccc(C(=O)C2CCCN(C(=O)Cn3cncn3)C2)cc1OC (stereo unspecified)	1.6	-2.5	-0.7	-2.4	0.1	0.2	2.2	-3.9	6.2
CC[C@]1(C(=O)OC)[C@H]2C(=O)N(C)C(=O)[C@H]2[C@H]2CN=C(SC)N21	4.7	-1.5	1.3	-2.9	0.9	0.1	7.3	-9.4	7.5
CN(C)P(=O)(Nc1cccc2ccccc12)Nc1cccc2ccccc12	3.4	1.7	1.4	0.0	1.1	9.4	5.4	1.9	2.5
Cc1cc(C)cc(N(C(=O)c2cccs2)C2C=CS(=O)(=O)C2)c1 (stereo unspecified)	-4.5	7.9	2.0	-1.3	0.6	9.1	1.4	5.6	-2.0
Cc1csc(SC(C)C(=O)NCC2CCCO2)n1 (stereo unspecified)	-9.1	-1.7	-3.5	-3.1	0.3	0.5	2.0	-8.2	-11.0
CN(c1ccccc1)S(=O)(=O)c1ccc(C(=O)N2CCc3ccccc3C2)cc1	8.5	-10.4	0.6	-8.8	9.4	12.4	-5.5	-2.5	1.2
COc1cc(CNC[C@H]2O[C@@H](n3cnc(C(N)=O)n3)[C@H](O)[C@@H]2O)ccc1OCc1cccc(Cl)c1	-2.8	-4.7	0.5	-8.9	1.1	2.1	-1.4	-2.5	-34.0
O=C(c1cc(=O)[nH]c2ccccc12)N1CCN(S(=O)(=O)c2ccc(Cl)cc2)CC1	27.1*	-29.4	3.9	-0.8	30.3	29.6	-9.7	22.7	9.6
CC(=O)c1cccc(Nc2nc(-c3ccccc3)cs2)c1	4.4	-4.5	-3.8	-5.1	2.4	1.5	-4.0	5.1	-3.7
CCc1ccc(-c2csc(NC(=O)C3CCCO3)c2C(=O)OC(C)C)cc1 (stereo unspecified)	3.6	-1.1	3.3	-1.5	-0.9	1.1	6.0	1.7	-2.0
COc1ccc(/C=N/NC(=O)C2CCN(c3ncc(C(F)(F)F)cc3Cl)CC2)cc1	6.8	-1.3	1.4	-4.5	-0.3	7.8	6.8	-15.7	6.0
O=C(/C=C/c1ccc2c(c1)OCO2)NCCSCc1ccc(Cl)cc1	1.0	-5.2	-2.0	-3.0	0.8	8.5	0.7	5.6	5.0
COc1ccccc1C(CC(=O)O)c1ccc2c(c1)OCO2 (stereo unspecified)	-8.6	10.0	5.3	-1.4	-0.1	3.0	4.3	-10.0	-7.7
Cc1ccc(C(=O)OCC(=O)NC(=O)c2cccn2C)cc1[N+](=O)[O-]	0.1	2.5	-2.3	-2.1	2.8	4.8	-1.0	0.0	5.5
COc1ccc2c(c1OC)C(=O)N1N=C(c3ccccc3)CC21 (stereo unspecified)	1.4	-6.5	0.5	-1.8	2.4	5.1	1.7	-0.6	-4.1
CCc1cc(=O)oc2c(C)c(OC(C)C(=O)N3CCC[C@@H]3C(=O)O)ccc12 (stereo partly specified)	2.8	3.3	3.3	-0.2	-0.1	0.5	7.0	-8.9	6.3
CCC(=O)NCCc1cc2ccc(C)c(C)c2[nH]c1=O	-1.6	-6.5	1.7	-1.4	1.5	-0.3	7.7	-11.2	-13.2

A section of the results above, as a working copy:
SMILES	M5 antag	M5 PAM	M5 ag	CHRM1 agonist	M4 ag	TAAR1 ag	M1 PAM	CHRM1 antagonist	M4 antag
CCc1cc(=O)oc2c(C)c(OC(C)C(=O)N3CCC[C@@H]3C(=O)O)ccc12 (stereo partly specified)	2.8	3.3	3.3	-0.2	-0.1	0.5	7.0	-8.9	6.3
CCC(=O)NCCc1cc2ccc(C)c(C)c2[nH]c1=O	-1.6	-6.5	1.7	-1.4	1.5	-0.3	7.7	-11.2	-13.2

Source: PubChem BioAssay (The Scripps Research Institute Molecular Screening Center)
